# FBW7 act = FBW7 E3 ligase activators, primary screen, biochemical, AlphaScreen, human; AlphaScreen FBW7–phospho-cyclin E peptide binding, activator screen; normalized activity (activation), % at 26.1 µM; actives 0.13% (n = 650,000); AID 1259310, 2017; in the data active means normalized activity above about 1.9%;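 further: purified mutant Fbw7 with reduced substrate affinity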
# Target sequence (Q969H0 whole entry, looked up): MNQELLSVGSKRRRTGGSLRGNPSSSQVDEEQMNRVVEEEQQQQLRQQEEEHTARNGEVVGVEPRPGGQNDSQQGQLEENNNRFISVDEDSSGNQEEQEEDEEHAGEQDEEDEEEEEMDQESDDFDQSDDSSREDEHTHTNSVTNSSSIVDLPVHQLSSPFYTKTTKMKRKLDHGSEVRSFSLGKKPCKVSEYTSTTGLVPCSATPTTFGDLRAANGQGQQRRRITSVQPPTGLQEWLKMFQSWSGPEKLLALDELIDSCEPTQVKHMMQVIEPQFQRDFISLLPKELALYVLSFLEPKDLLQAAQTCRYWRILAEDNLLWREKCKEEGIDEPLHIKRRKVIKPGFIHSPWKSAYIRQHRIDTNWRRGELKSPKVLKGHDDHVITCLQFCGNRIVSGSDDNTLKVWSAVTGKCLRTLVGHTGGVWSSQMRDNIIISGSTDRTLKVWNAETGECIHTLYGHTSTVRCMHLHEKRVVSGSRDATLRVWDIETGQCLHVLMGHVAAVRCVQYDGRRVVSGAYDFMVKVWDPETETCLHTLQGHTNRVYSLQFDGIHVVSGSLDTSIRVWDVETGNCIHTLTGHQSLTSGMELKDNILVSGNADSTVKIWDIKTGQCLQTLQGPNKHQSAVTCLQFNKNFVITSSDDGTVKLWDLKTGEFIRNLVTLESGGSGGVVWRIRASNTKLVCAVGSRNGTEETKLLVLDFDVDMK
# GPR151 activ = activators of human GPR151, primary screen, cell-based, PathHunter beta-arrestin, luminescence; PathHunter beta-arrestin GPR151 cells; activation, % at 11.2 µM; actives 1% (n = 650,000); AID 1508602, 2020; in the data active means activation above about 4.9%;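 further: 0% = median of compound wells and 100% = cells with positive control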
# MITF primary = MITF inhibitors, primary screen, biochemical, AlphaScreen, human. inhibition, % at 2.6 µM. AID 1259374, 2018. AlphaScreen MITF homodimerization, bead proximity signal. actives 0.91% (n = 650,000); in the data active means inhibition above about 50%;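 further: 0% = vehicle wells with protein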
# TEAD-YAP block = TEAD-YAP interaction inhibition, primary screen, TEAD-YAP interaction inhibitor project, luminescence, HEK-TIYL cells. inhibition, % at 9.12 µM. AID 1259422, 2018. TEAD-Gal4/YAP UAS-luciferase luminescence. actives 1.4% (n = 640,000); in the data active means inhibition above about 32%;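 further: 0% = median of test compound wells and 100% = reference inhibitor wells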
# The depositor's hits bear a star. Compounds were not picked by outcome; overall some 3.4% were active at least once.
# The first 4 entries as a preview:
item	Molecule	FBW7 act	GPR151 activ
1	O=C(CN1C(=O)c2ccccc2C1=O)Nc1nc(-c2ccc(-c3ccccc3)cc2)cs1	0.1	0.1
2	C[n+]1cccc2ccc(O)cc21	0.1	0.4
3	CC(C)OCCCNC(=O)c1ccc(Cn2c(=S)[nH]c3ccc(Br)cc3c2=O)cc1	0.0	0.9
4	COc1ccc(Oc2ncnc3c2cnn3-c2ccc(F)cc2)cc1	0.0	2.5

item	MITF primary	TEAD-YAP block
1	6	-16
2	5	1
3	3	-1
4	20	-24

# The list itself, from the first entry:
item	Molecule	FBW7 act	GPR151 activ
1	O=C(CN1C(=O)c2ccccc2C1=O)Nc1nc(-c2ccc(-c3ccccc3)cc2)cs1	0.1	0.1
2	C[n+]1cccc2ccc(O)cc21	0.1	0.4
3	CC(C)OCCCNC(=O)c1ccc(Cn2c(=S)[nH]c3ccc(Br)cc3c2=O)cc1	0.0	0.9
4	COc1ccc(Oc2ncnc3c2cnn3-c2ccc(F)cc2)cc1	0.0	2.5
5	COC(=O)CCNC(=O)N1CCOc2ccc(C)cc21	-0.1	0.2
6	CC(C)C[C@H]1C(=O)N2CCN(C(=O)c3cc(Cl)cc(Cl)c3)C[C@@H]2C(=O)N1C	-0.1	-0.9
7	CCOC(=O)C1C(=O)C=C(c2cccc(NS(C)(=O)=O)c2)CC1c1ccc(OC)cc1 (stereo unspecified)	0.0	-2.1
8	Cc1nc(NC2CCN(C(=O)C(C)(C)c3ccc(Cl)cc3)CC2)[nH]c(=O)c1C	0.1	0.7
9	O=C(c1nn2c(C(F)(F)F)cc(-c3ccc(F)cc3)nc2c1Cl)N1CCOCC1	1.6	-0.1
10	CN(C)c1ccc2nc3c(=O)n(C4CCCCC4)c(=O)[nH]c3nc2c1	-0.1	0.5
11	Cc1cccc(NCC(O)Cn2c3ccc(Br)cc3c3cc(Br)ccc32)c1 (stereo unspecified)	-0.1	0.2
12	COc1ccc(C(=O)NCc2ccc(Cl)c(Cl)c2)c(OC)c1	0.1	2.4

item	MITF primary	TEAD-YAP block
1	6	-16
2	5	1
3	3	-1
4	20	-24
5	-3	-1
6	2	1
7	19	1
8	24	2
9	19	-4
10	-4	-45
11	7	3
12	22	3

# (further entries)
item	Molecule	FBW7 act	GPR151 activ
13	CCCCCc1ccc(-c2ccc(C(=O)NNC(=O)c3ccc(Cl)cc3)cc2)cc1	-0.1	-1.2
14	CCC1=C(C(=O)OC)C(c2ccc(OC)cc2)n2nc(SC)nc2N1 (stereo unspecified)	0.6	-1.4
15	Cn1c(NC(=O)c2ccccc2Cl)cc(=O)n(C)c1=O	1.1	0.3
16	CCOc1ccc(S(=O)(=O)Nc2cc(Br)c3oc(C)c(C(C)=O)c3c2)cc1	0.2	1.5
17	O=C(Nc1cccc(-c2nc3ccccc3s2)c1)c1cccs1	-0.1	0.7
18	O=C(CCC(=O)OCC(=O)c1ccc(Br)cc1)Nc1ccc(O)cc1	0.1	-0.1
19	O=C(Nc1ccc(Oc2ccc(Cl)cc2)c(C(F)(F)F)c1)c1cccnc1	0.0	1.2
20	COC(=O)c1cc(CNC(=O)c2ccc3ccccc3n2)cc(NC(=O)c2cnccn2)c1	0.0	-0.7
21	N#Cc1ccccc1S(=O)(=O)N1CCN(CN2C(=O)C(=O)N(C3CCCC3)C2=O)CC1	0.0	-1.6
22	CCOC(=O)c1sc2nc(C)n(Cc3ccccc3Cl)c(=O)c2c1C	-0.1	-0.8
23	Cc1nn(C)c2[nH]c(C(F)(F)F)cc(=O)c12	-0.1	-0.8
24	Cc1nc2c(-c3ccccc3)c(C)[nH]n2c(=O)c1Cl	0.1	0.5

item	MITF primary	TEAD-YAP block
13	1	12
14	17	-8
15	17	-11
16	9	5
17	-20	-2
18	14	-19
19	-3	-8
20	14	-10
21	-1	6
22	6	2
23	11	-5
24	11	3

# (more compounds)
item	Molecule	FBW7 act	GPR151 activ
25	Cc1ccc(-c2cc3ncc(-c4ccccc4)c(N)n3n2)cc1	-0.1	-4.8
26	Cc1ccc2c(c1)N(CC(=O)c1ccc(Cl)cc1)C(=O)C(C)O2 (stereo unspecified)	0.2	-0.4
27	Cc1ccc(C2NC(=S)NC(O)(C(F)(F)F)C2C(=O)c2ccccc2)o1 (stereo unspecified)	0.5	1.3
28	CCn1c(SCc2ccc(F)cc2)nnc1-c1c[nH]c2ccccc12	-0.1	0.9
29	CC(C)(C)NC(=O)C(OC(=O)c1cccs1)c1ccc(F)cc1 (stereo unspecified)	0.4	0.9
30	COCCn1nnnc1C(CC(C)C)N1CCN(c2cc(C)ccc2C)CC1 (stereo unspecified)	0.1	0.0
31	Cc1ncoc1C(=O)N1CCc2c(cnc(C)c2CNC(=O)/C=C/c2cccs2)C1	0.3	-1.0
32	O=C(CCc1nnc(CCCc2ccccc2)o1)NCC1C(=O)Nc2ccc(F)cc21 (stereo unspecified)	0.0	0.5
33	Nc1nnc(SCC(=O)Nc2ccc(Cl)cc2)s1	-0.1	1.4
34	CC1=C(C(=O)Nc2ccc(C)cc2)C(c2ccc(O)cc2)NC(=S)N1 (stereo unspecified)	-0.1	-1.3
35	O=C(Cc1ccccc1)Nc1ccc2nc(-c3ccc(-c4nc5ccc(NC(=O)Cc6ccccc6)cc5[nH]4)cc3)[nH]c2c1	0.0	0.8
36	O=S(=O)(c1cccc(-c2n[nH]c(=S)n2-c2cccc(Cl)c2)c1)N1CCOCC1	-0.2	1.4

item	MITF primary	TEAD-YAP block
25	2	-23
26	0	0
27	-4	8
28	2	5
29	19	-16
30	-8	-18
31	18	2
32	-56	6
33	-3	5
34	6	-8
35	5	8
36	-4	-5

# Additional results.
item	Molecule	FBW7 act	GPR151 activ
37	CC1=C(C(=O)OC2CCCC2)C(c2ccc(C)s2)C2=C(CCCC2=O)N1 (stereo unspecified)	0.0	-1.0
38	Cc1cc(C)cc(Oc2coc3c(CN(C)C)c(O)ccc3c2=O)c1	-0.1	0.5
39	C=CC[C@H]1CC(C)=C[C@H](CC=C)N1C(=O)CCC1(Cc2ccsc2)CCC(=O)N1 (stereo partly specified)	0.0	1.1
40	O=C(NCCCN1CCCC1)c1ccc(NC2=NC3CS(=O)(=O)CC3S2)cc1 (stereo unspecified)	0.0	1.0
41	CCc1ccc(NC(=O)Cn2c(C)cc(COC)c(C#N)c2=O)cc1	-0.1	-0.2
42	COC(=O)COc1c(Cl)cc(/C=C(/C#N)c2nc3ccccc3[nH]2)cc1OC	0.0	-1.4
43	O=S(=O)(c1ccccc1)N(C1=NCCS1)S(=O)(=O)c1ccccc1	0.0	2.0
44	O=C(CCCn1c(=O)[nH]c2cc(Cl)ccc2c1=O)NCCCN1CCCC1=O	0.0	0.4
45	Cc1cc(C(F)(F)F)c2c(N)c(C(=O)Nc3cc(C)on3)sc2n1	0.1	-0.5
46	Cc1nnc(CN(C)C(=O)CC2C(=O)NCCN2CC(c2ccccc2)c2ccccc2)o1 (stereo unspecified)	-0.1	-0.9
47	CC(C)c1ccc(-n2cnc3cc(C(=O)NCc4ccccn4)ccc32)cc1	0.1	0.2
48	Cc1ccc(C)c(CN2CCc3nnc(CNC(=O)C4CC4)n3CC2)c1	0.1	-0.4

item	MITF primary	TEAD-YAP block
37	8	20
38	28	1
39	10	-2
40	3	9
41	-10	9
42	-3	-39
43	10	-7
44	0	10
45	-6	-14
46	-2	-8
47	-6	5
48	8	4

# Going on with the list:
item	Molecule	FBW7 act	GPR151 activ
49	O=C(Nc1cccc(-c2nc3ccccc3[nH]2)c1)c1cccc(N2C(=O)CCC2=O)c1	0.0	0.6
50	CCCN(CCC)Cc1nc2ncccn2c1Br	1.2	-0.7
51	COc1ccc(-c2nnc(SCC(=O)NCc3ccco3)o2)c(OC)c1	0.1	-0.7
52	COc1ccc(N2CC(CNC(=O)Nc3cccc(C)c3)CC2=O)cc1 (stereo unspecified)	-0.1	0.6
53	O=S(=O)(NCCc1ccc(S(=O)(=O)N2CCCCC2)cc1)c1ccc2ccccc2c1	-0.1	0.0
54	O=C(N[C@H]1C[C@H]2C(=O)N[C@@H](Cc3ccccc3)C(=O)N2C1)c1ccc(-c2ccccc2)cc1	-0.2	-1.4
55	CC1CCCC(NC(=O)CCS(=O)(=O)c2cc3c(cc2Cl)NC(=O)CO3)C1C (stereo unspecified)	0.1	3.3
56	COc1ccc(/C=C(\C#N)C(=O)OCC(=O)NC(C)CCc2ccccc2)cc1 (stereo unspecified)	0.1	-1.2
57	CCc1ccc(CNCc2c(C(=O)N3C[C@@H](C)O[C@@H](C)C3)nc3ccc(Cl)cn23)nc1	-0.3	-1.1
58	CCC(=O)N1CCc2cc(S(=O)(=O)NCCC(=O)Nc3cc(C)ccc3OC)ccc21	0.3	0.7
59	CN(C)C1(CNC(=O)Cc2cccc3ccccc23)CCCCC1	-0.1	2.3
60	CCCCN(Cc1ccco1)C(=O)C(=O)Nc1ccc2nc3n(c(=O)c2c1)CCCCC3	1.0	-1.0

item	MITF primary	TEAD-YAP block
49	-3	5
50	13	3
51	1	21
52	7	0
53	0	5
54	6	4
55	0	4
56	16	0
57	24	-3
58	2	4
59	-6	-7
60	76*	-2

# Next part:
item	Molecule	FBW7 act	GPR151 activ
61	COc1cc(C(O)CO)ccc1OS(=O)(=O)O (stereo unspecified)	-0.2	-0.1
62	NS(=O)(=O)c1ccc(N/N=C/c2cccc3ccccc23)c([N+](=O)[O-])c1	0.1	2.9
63	O=C(/C=C/c1ccc(Br)cc1)NC(=S)NCCCN1CCOCC1	0.0	0.7
64	Cc1cccc(C(=O)NCC(=O)NNc2ncnc(N)c2[N+](=O)[O-])c1	0.0	-0.9
65	CCC1CCCCN1CCCNC(=O)Cn1cc2c(n1)CCCC2 (stereo unspecified)	0.2	-1.5
66	CCOc1ccccc1NC(=O)CSc1nnc(-c2ccccc2O)n1CC	0.2	-0.5
67	Cc1ccc(S(=O)(=O)NCc2c(-c3ccccc3)c3cc(Br)ccc3[nH]c2=O)cc1	-0.1	0.9
68	O=C(NCCOc1ccccc1)c1ccccc1[N+](=O)[O-]	0.1	-1.2
69	COc1ccc(OC(C)C(=O)N2CCN(c3ccccc3)CC2)cc1 (stereo unspecified)	-0.1	-0.4
70	O=C(Nc1cc(-c2ccncc2)c[nH]c1=O)C(O)c1ccc(Br)cc1 (stereo unspecified)	-0.3	-0.6
71	O=S(=O)(Nc1cc(Br)c(O)c(Br)c1)c1ccc(Cl)cc1	-0.1	1.0
72	O=C(c1cccnc1)C1CCN(C(=O)Cc2ccc(O)cc2)CC1	0.3	0.0

item	MITF primary	TEAD-YAP block
61	-6	-9
62	9	5
63	6	-4
64	15	1
65	12	3
66	4	3
67	1	-1
68	8	4
69	9	5
70	6	-6
71	-10	-4
72	2	-1

# (next part)
item	Molecule	FBW7 act	GPR151 activ
73	CC(C)C1N=C2c3ccccc3N=C(SCc3ccc(Cl)cc3)N2C1=O (stereo unspecified)	-0.2	-0.7
74	COc1cc(NS(=O)(=O)c2cc(C(=O)O)c(Cl)cc2Cl)cc(OC)c1	0.0	2.3
75	COCCN(CCOC)C(=O)Nc1ccc(Cl)cc1	0.0	-0.6
76	COc1ccc(C(=O)NC(=S)N2CCSCC2)cc1	-0.2	-0.1
77	O=C(NCCc1ccccc1)Nc1ccc(Cl)c(N2CCCS2(=O)=O)c1	0.1	-0.4
78	O=C(Oc1ccc(Cl)cc1Cl)c1cc2ccccc2o1	0.1	2.3
79	O=C(C1CCCN(C(=O)C2CC(Cc3ccc(F)cc3)=NO2)C1)N1CCOCC1 (stereo unspecified)	0.5	-0.8
80	Cc1n[nH]c(=O)nc1N/N=C/c1ccccc1C(F)(F)F	-0.1	-4.3
81	Cc1ccc(OCC(=O)Nc2ccc(CN3CCOCC3)cc2)cc1C	0.6	2.4
82	Cc1cc2c(=O)n(CC(=O)Nc3cccc(C(F)(F)F)c3)cnc2s1	0.2	-0.6
83	COc1cccc(CC2(CO)CCCN(C(=O)CC3=CCCCC3)C2)c1 (stereo unspecified)	0.4	-0.1
84	O=C(NCc1ccco1)c1ccc(-c2ccccc2Cl)o1	-0.2	0.4

item	MITF primary	TEAD-YAP block
73	7	-7
74	-2	-8
75	-6	0
76	9	-5
77	-1	-6
78	-14	-9
79	3	-23
80	4	-10
81	3	4
82	0	3
83	17	6
84	7	-10

# (next part)
item	Molecule	FBW7 act	GPR151 activ
85	CC(C)c1ccccc1NC(=O)CN1C(=O)c2ccccc2S1(=O)=O	0.2	0.0
86	CC(C)CN1C(=O)C(=O)N(CC(=O)Nc2c(Cl)cccc2Cl)C1=O	0.4	0.5
87	CCOC(=O)N1CCN(S(=O)(=O)c2ccc(C(=O)Nc3cc(C)on3)cc2)CC1	0.0	-0.1
88	Cc1c(NC(=O)CSc2nnc(-c3cccnc3)n2N)c(=O)n(-c2ccccc2)n1C	0.1	0.8
89	O=c1oc2ccc([N+](=O)[O-])cc2cc1-c1nnc(Nc2ccccc2F)s1	-0.1	2.7
90	CCOc1ccc2c(c1)-c1c(ssc1=S)C(C)(C)N2C(=O)CN1CCCCC1	-0.5	-0.5

item	MITF primary	TEAD-YAP block
85	-7	-9
86	3	9
87	1	15
88	2	-1
89	-14	-10
90	15	7

# Individual results from the results shown:
# entry 89 in GPR151 activ = 2.7
# entry 90 in GPR151 activ = -0.5
# entry 87 in MITF primary = 1

# Screening results as filed in PubChem BioAssay.
